ST2 inh – blocks human ST2 binding to IL-33; Q01638; AlphaLISA ST2-Fc/biotin-IL-33 interaction, 1 h; inhibition, % for hits at 17 µM; 2.3% of 78,000 active; AID 1259354; in the data active = inhibition above about 30%; inconclusive = mostly about 10% to 28%
Target sequence (Q01638 whole entry, looked up): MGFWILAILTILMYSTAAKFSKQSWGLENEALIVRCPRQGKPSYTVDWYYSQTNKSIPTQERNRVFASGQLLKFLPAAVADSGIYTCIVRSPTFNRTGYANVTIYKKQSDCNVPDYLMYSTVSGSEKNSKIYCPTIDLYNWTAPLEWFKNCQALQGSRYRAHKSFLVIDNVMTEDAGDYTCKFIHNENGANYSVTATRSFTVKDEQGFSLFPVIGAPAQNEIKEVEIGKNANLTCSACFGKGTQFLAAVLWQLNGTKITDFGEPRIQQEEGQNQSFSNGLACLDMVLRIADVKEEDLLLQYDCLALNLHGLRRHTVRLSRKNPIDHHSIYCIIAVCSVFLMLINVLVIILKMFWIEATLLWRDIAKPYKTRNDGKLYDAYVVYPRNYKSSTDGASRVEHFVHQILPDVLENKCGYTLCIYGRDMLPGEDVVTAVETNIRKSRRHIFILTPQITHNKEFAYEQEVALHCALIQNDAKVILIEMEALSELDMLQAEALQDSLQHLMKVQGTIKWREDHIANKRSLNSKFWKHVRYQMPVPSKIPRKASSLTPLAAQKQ
An asterisk follows results filed as active; ! = a repeat was not active.

For COc1ccccc1C(=O)N/C(=C\c1ccc2c(c1)OCO2)C(=O)NCCC(=O)O the results were ST2 inh inactive.
For COc1ccc(OC)c(Nc2ncnc3c2cnn3-c2ccc(C)cc2C)c1 the results were ST2 inh inactive.
COc1ccc(C(=O)n2nc(C)c(Sc3ccc(C)cc3)c2C)cc1 was read as ST2 inh inactive.
`O=[N+]([O-])c1ccc(N=Cc2nc(-c3ccc(Br)cc3)oc2O)cc1` gave ST2 inh inconclusive.
Screening Cc1ccoc1C(=O)N(Cc1ccsc1)CC1CCCO1 (centres undefined) returned ST2 inh inactive.
For COc1cccc(-c2cn3c4c(=O)n(C)c(=O)n(C)c4nc3n2-c2cccc(C)c2)c1 the results were ST2 inh inactive.
`COc1cc(C(=O)O/N=C2/C=CC(=O)C=C2C)cc(OC)c1OC` gave ST2 inh inactive.
Screening O=C1c2ccccc2C(=O)N1Cc1ccccc1 returned ST2 inh inactive.
N#CC1=C(N)SC(N)=C(C#N)C1c1ccc(Cl)cc1 was read as ST2 inh inactive.
COc1ccc(-c2csc(Nc3ccccc3OC)n2)cc1F was read as ST2 inh inconclusive.
Cc1c(C(C)(C)C)sc(=NC(=O)c2ccccc2O)n1C was read as ST2 inh inactive.
Screening Cc1cc(Br)ccc1NS(=O)(=O)c1ccc2[nH]c(=O)c(=O)[nH]c2c1 returned ST2 inh inactive.
Screening Cc1cccn2c(=O)c3cc(C(=O)NCc4ccccc4)c(=N)n(CCCn4ccnc4)c3nc12 returned ST2 inh inconclusive.
Screening COc1ccc(Nc2cc(C)nc(Nc3ccc(NC(=O)c4ccc(OC)cc4)cc3)n2)cc1 returned ST2 inh 32%*.
Screening Cn1cnc2c(cnn2-c2ccc(Cl)cc2)c1=O returned ST2 inh inconclusive.
For COc1ccc(N(C(=O)c2ccc(OC(C)C)cc2)C2C=CS(=O)(=O)C2)cc1 (centres undefined) the results were ST2 inh inactive.
`CN(C)C=Nc1nnc(SCC(=O)Nc2ccc(S(=O)(=O)N=CN(C)C)cc2)s1` gave ST2 inh inactive.
For O=C1c2[nH]nc(-c3ccccc3)c2C(c2ccccc2[N+](=O)[O-])N1c1ccccc1 (centres undefined) the results were ST2 inh inactive.
CC(=O)c1ccc2c(c1)c1ccccc1n2C(C)C was read as ST2 inh inactive.
Screening COCCCNC(=O)CN1C(=O)/C(=C/c2ccccc2F)Sc2ccccc21 returned ST2 inh inconclusive.
`COc1ccc(-c2noc([C@@H]3C[C@@H](O)CN3Cc3ccccn3)n2)cc1` gave ST2 inh inconclusive.
`CC(C)NC(=O)NCCc1nc2cccnc2n1Cc1ccccc1` gave ST2 inh inconclusive.
Screening COc1ccc(S(=O)(=O)N2CCN(c3nc(C)cc(N4CCN(C)CC4)n3)CC2)cc1 returned ST2 inh inactive.
Screening COc1cc([N+](=O)[O-])cc(C=Nc2cccc(-c3nc4c(C)cccc4o3)c2)c1O returned ST2 inh inactive.
`CCS(=O)(=O)c1ncc(CN(C)CC2CCCCO2)n1Cc1ccccc1` (centres undefined) gave ST2 inh inactive.
`Cc1cccc(NCc2nc3ccccc3n2C)c1` gave ST2 inh inconclusive.
`CCOc1nc(C)nc(NC(=O)NS(=O)(=O)c2ccccc2Cl)n1` gave ST2 inh inactive.
Cc1cc(Cl)ccc1OCC(=O)Nc1nc2ccccc2[nH]1 was read as ST2 inh inactive.
CSc1oc(-c2ccccc2)nc1S(=O)(=O)c1ccc(Cl)cc1 was read as ST2 inh inactive.
O=c1c2sccc2n(Cc2cc(=O)n3ccccc3n2)c(=O)n1-c1ccc(F)cc1 was read as ST2 inh inconclusive.
Screening CCC1=NOC(CN2CCOc3c(O)cc(-c4nc(C)cnc4C)cc3C2)C1 (centres undefined) returned ST2 inh inactive.
COc1ccc(C2CC(C(F)(F)F)n3nc(C(=O)NC(C)c4ccccc4)c(Cl)c3N2)cc1 (centres undefined) was read as ST2 inh inactive.
`CN(Cc1ccc2ccccc2n1)C(=O)c1ccc(CSc2ncn[nH]2)o1` gave ST2 inh inconclusive.
Screening Cc1ccc2oc(=O)n(CCC(=O)N3[C@@H]4CC[C@H]3CNC(=O)C4)c2c1 returned ST2 inh inactive.
Cc1cc(C)cc(-n2nc3c(c2NC(=O)c2cccs2)CSC3)c1 was read as ST2 inh inactive.
`COc1ccc(C(=O)N2CC[C@@H](c3ccc4ccccc4c3)[C@H](O)C2)o1` gave ST2 inh inconclusive.
For CCNC(=O)N[C@H]1[C@H](O)[C@@H](Sc2ccccc2)[C@@H]2OC[C@H]1O2 the results were ST2 inh inconclusive.
Screening Cc1ccc(NC(=O)CNC[C@H]2CCc3ccccc3O2)c(C)c1 returned ST2 inh inactive.
For CCc1ncc(C(O)c2ccc(C)cc2)n1C (centres undefined) the results were ST2 inh inactive.
For O=c1c2ccccc2cnn1CCNC1CCSC1 (centres undefined) the results were ST2 inh inactive.
For CCn1cnc2cc(NCc3cccc(OC)c3O)ccc21 the results were ST2 inh inactive.
`CCCCNC(=O)Cc1ccc(Br)cc1` gave ST2 inh inconclusive.
`CC(=O)Nc1ccc(-c2nccn2CCSc2ncn[nH]2)cc1` gave ST2 inh inactive.
For CCc1cccc(NC(=O)CCN2CCN(CC3CCN(C)CC3)CC2)c1 the results were ST2 inh inactive.
Cc1nc(-c2ccncc2)ncc1C(C)NCc1cccc2cccnc12 (centres undefined) was read as ST2 inh inactive.
For COc1cc(NC(=O)C(c2ccccc2)c2ccccc2)c(Cl)cc1NC(=O)c1ccccc1 the results were ST2 inh inactive.
Screening C=CCNC(=O)c1c(NC(=O)c2ccccc2[N+](=O)[O-])sc2c1CCCC2 returned ST2 inh inconclusive.
For CCN(C(=O)Cc1nc(N)n[nH]1)C1(C(=O)Nc2ccc(C)cc2)CCCCC1 the results were ST2 inh inactive.

4 structures from above, ordered by heavy-atom count, low to high:
For CCc1ncc(C(O)c2ccc(C)cc2)n1C (centres undefined) the results were ST2 inh inactive.
For O=c1c2ccccc2cnn1CCNC1CCSC1 (centres undefined) the results were ST2 inh inactive.
Cc1nc(-c2ccncc2)ncc1C(C)NCc1cccc2cccnc12 (centres undefined) was read as ST2 inh inactive.
For COc1cc(NC(=O)C(c2ccccc2)c2ccccc2)c(Cl)cc1NC(=O)c1ccccc1 the results were ST2 inh inactive.

Next section:
For Cc1c(Br)c([N+](=O)[O-])nn1CCCC(=O)Nc1c(C)n(C)n(-c2ccccc2)c1=O the results were ST2 inh inactive.
`C=CCOc1ccccc1/C=C1\C(=O)N(c2cccc(Cl)c2)N=C1C` gave ST2 inh inconclusive.
For O=C(CCC1CCCN(Cc2ccc3nonc3c2)C1)Nc1ccccc1F (centres undefined) the results were ST2 inh inactive.
c1cncc(CCn2ccnc2-c2cnc(N3CCOCC3)s2)c1 was read as ST2 inh inactive.
Screening COc1cc(NS(=O)(=O)c2ccc3c(c2)c(=O)n(C)c(=O)n3C)cc(OC)c1 returned ST2 inh inactive.
CC(=O)N1CC(c2cnc(-c3ccccc3)c(C)c2)C=C(C)C1c1ccccc1 (centres undefined) was read as ST2 inh inconclusive.
`COc1ccc(C2SCCN2S(=O)(=O)c2ccc(Cl)cc2)cc1` (centres undefined) gave ST2 inh inactive.
For COC(=O)C1C(=O)C2=C(CC1C)NC(C)=C(C(=O)OC(C)C)C2c1ccc(OC)cc1 (centres undefined) the results were ST2 inh inactive.
COc1ccc(C(=O)Nc2cc(-c3nc4ncccc4o3)ccc2C)cc1OC was read as ST2 inh inconclusive.
For O=C(NCc1cccnc1N1CCCC(O)C1)c1ccccn1 (centres undefined) the results were ST2 inh inactive.
CN(Cc1cc(C2CC2)n[nH]1)C(=O)c1cnn2ccn(C)c12 was read as ST2 inh inactive.
CC(=O)C1=NN(c2cccc(Cl)c2C)C2C(=O)N(c3ccc(C)cc3)C(=O)C12 (centres undefined) was read as ST2 inh inactive.

Overlap with the part before: 6 entries, then new ones.
`COc1ccc(C2SCCN2S(=O)(=O)c2ccc(Cl)cc2)cc1` (centres undefined) gave ST2 inh inactive.
For COC(=O)C1C(=O)C2=C(CC1C)NC(C)=C(C(=O)OC(C)C)C2c1ccc(OC)cc1 (centres undefined) the results were ST2 inh inactive.
COc1ccc(C(=O)Nc2cc(-c3nc4ncccc4o3)ccc2C)cc1OC was read as ST2 inh inconclusive.
For O=C(NCc1cccnc1N1CCCC(O)C1)c1ccccn1 (centres undefined) the results were ST2 inh inactive.
CN(Cc1cc(C2CC2)n[nH]1)C(=O)c1cnn2ccn(C)c12 was read as ST2 inh inactive.
CC(=O)C1=NN(c2cccc(Cl)c2C)C2C(=O)N(c3ccc(C)cc3)C(=O)C12 (centres undefined) was read as ST2 inh inactive.
Screening O=C(N[C@H]1CO[C@H]2[C@@H]1OC[C@@H]2n1nnnc1Oc1ccc(-n2cncn2)cc1)C1CCCCC1 returned ST2 inh inactive.
`O=C(Nc1cccc(Cl)c1)[C@@H]1C[C@@H]1c1ccccc1` gave ST2 inh inconclusive.
CCc1c(C)sc(NC(=O)c2ccc(Cl)c(Cl)c2)c1C(N)=O was read as ST2 inh inconclusive.
Screening CCCCc1ccc(NC(=O)c2ccc([N+](=O)[O-])o2)cc1 returned ST2 inh inconclusive.
`COc1ccc(C=Nc2sc3c(c2C#N)CCCC3)cc1[N+](=O)[O-]` gave ST2 inh inactive.
For CN1CCC2(CCC1=O)CCN(C(=O)c1cnc(-c3cccnc3)nc1)CC2 the results were ST2 inh inconclusive.
`COc1ccc(C2C(C(=O)Nc3ccc4c(c3)OCCO4)CC(=O)N2c2ccc(OC)cc2)cc1` (centres undefined) gave ST2 inh inactive.
COc1cc(NC(=O)CCC2CCCN(C(=O)CCN3CCCCO3)C2)cc(OC)c1 (centres undefined) was read as ST2 inh inactive.
For O=C(NCc1ccc2c(c1)OCO2)c1coc2nc3ccccc3nc12 the results were ST2 inh inconclusive.
For CCO/N=C1\SCC(=O)N1c1cccc(Cl)c1 the results were ST2 inh inactive.
For COc1ncccc1C(=O)N1CCC(n2nccc2NC(=O)C(OC)c2ccccc2)CC1 (centres undefined) the results were ST2 inh inconclusive.
For COc1ccc(N(C(C)C(=O)Nc2ccc(F)cc2)S(C)(=O)=O)cc1 (centres undefined) the results were ST2 inh inactive.
`COc1ccc(C2=N/C(=C\c3coc4c(Cl)cc(Cl)cc4c3=O)C(=O)O2)cc1[N+](=O)[O-]` gave ST2 inh inconclusive.
`Cc1cccc(Cn2c(CNS(=O)(=O)c3ccc(C)c(C)c3)nc3cccnc32)c1` gave ST2 inh inactive.
O=C1CSC(=Nc2ccc(O)cc2)N1c1ccc(O)cc1 was read as ST2 inh inactive.
`Cc1cc(C(F)(F)F)nc(N2CCc3ccccc3C2)n1` gave ST2 inh inactive.
Screening Cc1ccc(OCCCn2ccnc2)c([N+](=O)[O-])c1 returned ST2 inh inactive.
Screening COc1cc(/C=C2\C(=O)N(c3ccccc3)N=C2C)cc([N+](=O)[O-])c1O returned ST2 inh inconclusive.
For Cc1ccc2nc(CN3C(=O)c4ccccc4C3=O)cn2c1 the results were ST2 inh inconclusive.
For Nc1ccc(-c2nc3ccc(-c4nc5ccc(N)cc5[nH]4)cc3[nH]2)cc1 the results were ST2 inh 35%*!.
Screening Brc1ccc2[nH]c3c(c2c1)CCCC3 returned ST2 inh inactive.
O=C(O)c1ccc2c(c1)C(=O)N(c1nc3ccccc3s1)C2=O was read as ST2 inh inactive.
O=C(c1ccccc1C1CCNC1)N1CCc2nnc(-c3ccccc3)n2CC1 (centres undefined) was read as ST2 inh inactive.
COc1cc(CN2CCCCCC2)cc([N+](=O)[O-])c1O was read as ST2 inh inactive.

Grouped by structure: the entries above containing a COOH group (2)
For COc1ccccc1C(=O)N/C(=C\c1ccc2c(c1)OCO2)C(=O)NCCC(=O)O the results were ST2 inh inactive.
O=C(O)c1ccc2c(c1)C(=O)N(c1nc3ccccc3s1)C2=O was read as ST2 inh inactive.

Additional results:
Screening O=C(NCc1ccco1)c1cc2cc3ccc(Cl)cc3nc2o1 returned ST2 inh 34%*.
For COc1ccc2cc3cc(C(=O)N(C)c4cc(C)ccc4OC)sc3nc2c1 the results were ST2 inh inconclusive.
Screening CC(C)(C)c1ccc(C(=O)Nc2ccc(Cl)cn2)cc1 returned ST2 inh inconclusive.
`Cc1ccc(CN2CCN(Cc3cccc4nonc34)CC2CCO)o1` (centres undefined) gave ST2 inh inactive.
Screening CCOC(=O)c1ccc(NC2=NC3CS(=O)(=O)CC3S2)cc1 (centres undefined) returned ST2 inh inactive.
For CC1CCCC(C)N1CCNC(=O)C1CC(=O)N(C2CCCCCC2)C1 (centres undefined) the results were ST2 inh inactive.
For COc1ccc(N2CCN(C(=O)CNS(=O)(=O)c3cccs3)CC2)cc1 the results were ST2 inh inactive.
For COc1ccc(S(=O)(=O)NCCC(C)C)cc1OC the results were ST2 inh inactive.
Cn1c(NC(=O)COc2ccc(Cl)cc2)nc2ccccc21 was read as ST2 inh inconclusive.
`CCOC(=O)C1=C(N)OC2=C(C(=O)CC(c3ccccc3)C2)C1c1ccc(Br)cc1` (centres undefined) gave ST2 inh inactive.
For COc1nc(-c2ccccc2O)nc2ccccc12 the results were ST2 inh inconclusive.
`N#C/C(=C\c1cccc(F)c1)c1nc2ccccc2[nH]1` gave ST2 inh inactive.
CCC(Sc1nc2ccccc2c2nc3ccccc3n12)C(=O)N1CCOCC1 (centres undefined) was read as ST2 inh inactive.
`CC(=O)N1CC[C@@H]2NC(=O)[C@H]3C[C@H](NC(=O)c4ccc(F)c(Cl)c4)CN3C(=O)[C@H]21` gave ST2 inh inactive.
`COc1ccccc1C(=O)N/C(=C\c1ccc2c(c1)OCO2)C(=O)NCCO` gave ST2 inh inactive.
COC(=O)c1c[nH]n2c(=O)c(Cc3ccccc3C)c(C)nc12 was read as ST2 inh 53%*.
Screening CCCN(CCc1ccccc1)C1CCc2c(O)cccc2C1 (centres undefined) returned ST2 inh inactive.
`O=C(Nc1ccc([N+](=O)[O-])cc1)C1CC(=O)N(c2ccc(F)cc2)C1` (centres undefined) gave ST2 inh inactive.
For O=c1[nH]c2ccc(S(=O)(=O)Nc3ccc(F)c(F)c3)cc2[nH]c1=O the results were ST2 inh inactive.
For CC1=C(C(=O)Nc2cc(C)ccn2)C(c2cccs2)C2=C(CCCC2=O)N1 (centres undefined) the results were ST2 inh inactive.
CN(CCNC(=O)CSc1cc(=O)n(C)c2ccccc12)Cc1ccccc1 was read as ST2 inh inactive.
For COc1cc(C)c(-c2n[nH]c(C)c2Oc2ccccc2)c(O)c1 the results were ST2 inh inconclusive.

Bioassay records deposited in PubChem by IUPUI and University of Michigan.

A portion of the library; the hit share may differ from the screen's.
